Apaf1 inhib = human Apaf-1 inhibition | O14727 | reconstituted apoptosome caspase-3 activity, DEVD-Rh110 fluorescence | inhibition, % at 20 µM | 330,000 tested, 0.71% active | AID 489030; active = inhibition of at least 40% at 20 µM;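 also: plate controls were DMSO wells for no effect and DEVD-CHO caspase inhibitor wells for full effect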
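Assay system: Apoptosome proteins | Medium: pH 7.5 Hepes buffer with CHAPS, BSA, DTT | Also added: Cytochrome c and DEVD-Rh110 substrate | Times: 30 min plus 50 min, RT | Detection: Rhodamine 110 fluorescence at Ex 480/Em 540 nm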
SENP7 inh = blocks the human protease SENP7. Q9BQF6. recombinant SENP7, Z-RLRGG-aminoluciferin luminescence, 40 min. inhibition, % at 5 µM. 330,000 tested, 1.5% active;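 active = inhibition above about 50% at the single test dose, limit read from the data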;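 also: plate controls were DMSO with enzyme for no effect and no enzyme buffer wells for full effect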
Target sequence (Q9BQF6 706-1050 limits assumed): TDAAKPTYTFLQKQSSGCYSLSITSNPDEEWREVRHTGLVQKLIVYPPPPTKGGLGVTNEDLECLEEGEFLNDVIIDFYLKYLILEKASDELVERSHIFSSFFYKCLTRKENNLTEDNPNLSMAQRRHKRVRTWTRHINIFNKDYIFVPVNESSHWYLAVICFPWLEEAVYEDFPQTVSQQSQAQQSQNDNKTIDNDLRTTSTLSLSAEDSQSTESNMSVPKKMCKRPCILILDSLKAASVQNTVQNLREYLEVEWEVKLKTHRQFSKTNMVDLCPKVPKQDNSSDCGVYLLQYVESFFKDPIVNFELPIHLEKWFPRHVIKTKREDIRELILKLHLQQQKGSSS
SENP1 inh = SENP1 (human) catalytic domain inhibition; recombinant SENP1 catalytic domain, CyPet-SUMO1-YPet FRET cleavage; inhibition, % at 10 µM; Q9P0U3; 360,000 tested, 0.21% active;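 active = inhibition at least 30% at 10 µM, raw YFP signal under a set limit, fluorescence ratio 0.5 to 1.5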;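 also: 0% = enzyme with DMSO and 100% = no enzyme wells; some results filed as inactive read as strong as hits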
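Material: hSENP1 catalytic domain, recombinant; medium: Tris pH 8 with BME, BSA, NP40 and catalase; compound: single concentration of 10 µM compound, 0.5% DMSO final; technique: FRET read of cyan and yellow fluorescence; timing: 50 min enzyme reaction, room temperature, light-protected; reagent: SFCypet-SUMO1-SFYpet substrate at 25 nM; control set: no-enzyme low, enzyme-DMSO high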
SENP8 block-1 = blocks human SENP8 cleavage of Nedd8 substrate | 360,000 tested, 0.64% active | recombinant SENP8, Nedd8 substrate fluorescence | inhibition, % at 20 µM | AID 602440 | Q96LD8; in the data active = inhibition mostly above about 40%, no sharp cut-off; inactive = mostly below about 27%
Target sequence (Q96LD8 whole entry, looked up): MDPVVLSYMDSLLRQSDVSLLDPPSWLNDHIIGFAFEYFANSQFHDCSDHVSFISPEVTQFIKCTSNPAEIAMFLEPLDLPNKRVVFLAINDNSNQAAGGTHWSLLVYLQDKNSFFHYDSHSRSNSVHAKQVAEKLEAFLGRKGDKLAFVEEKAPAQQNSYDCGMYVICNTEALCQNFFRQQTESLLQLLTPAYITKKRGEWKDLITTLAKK
HKDC1 inh = HKDC1 (human) hexokinase inhibition; Q2TB90; inhibition, % at 20 µM; 340,000 tested, 0.16% active; recombinant HKDC1, G6PDH/diaphorase resazurin coupled fluorescence;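 active = inhibition above about 35% when tested at 20 µM, limit read from the data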;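 also: plate controls were DMSO wells with enzyme for no effect and DMSO wells lacking enzyme for full effect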
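System: Recombinant HKDC1 hexokinase | Amount: HKDC1 at 5 µg/mL | Reagent: Glucose with 1 mM ATP | Doses: Single 20 µM dose | Incubation: Reaction time 90 min, room temperature, protected from light | Signal: Coupled resazurin fluorescence, excitation 525 nm, emission 613 nm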
PfG6PD inh = PfG6PD (Plasmodium falciparum) enzyme inhibition; PfGluPho enzyme, NADPH resazurin-diaphorase fluorescence; inhibition, % at 20 µM; 350,000 tested, 0.78% active; AID 504690;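 active = inhibition reaching at least a set limit at 20 µM in the primary screen, cut at about 59% in these data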;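 also: 0% = DMSO wells with substrate and 100% = DMSO wells lacking glucose-6-phosphate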
SENP6 inh = SENP6 protease inhibition; Q9GZR1; Recombinant SENP6 catalytic domain, aminoluciferin luminescence; inhibition, % at 10 µM; 330,000 tested, 1.8% active;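 active = inhibition above about 50% at the single tested dose, limit read from the data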;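 also: plate controls were DMSO wells with enzyme for no effect and DMSO wells lacking enzyme for full effect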
Target sequence (Q9GZR1 628-1112 limits assumed): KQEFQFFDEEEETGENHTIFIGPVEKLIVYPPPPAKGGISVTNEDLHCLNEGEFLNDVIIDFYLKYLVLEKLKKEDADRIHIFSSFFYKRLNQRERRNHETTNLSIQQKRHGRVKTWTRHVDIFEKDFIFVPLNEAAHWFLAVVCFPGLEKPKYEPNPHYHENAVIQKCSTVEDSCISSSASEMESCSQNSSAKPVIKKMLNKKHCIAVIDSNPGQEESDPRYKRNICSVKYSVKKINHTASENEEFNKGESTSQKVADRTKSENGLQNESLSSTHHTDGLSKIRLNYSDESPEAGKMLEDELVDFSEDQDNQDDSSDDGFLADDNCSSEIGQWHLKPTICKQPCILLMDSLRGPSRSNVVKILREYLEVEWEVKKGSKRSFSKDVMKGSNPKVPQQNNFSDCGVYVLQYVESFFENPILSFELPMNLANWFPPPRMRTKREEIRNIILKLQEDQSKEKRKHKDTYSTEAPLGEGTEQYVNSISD
SENP8 block-2 = SENP8 protease inhibition | Q96LD8 | purified SENP8, Z-RLRGG-aminoluciferin cleavage, luminescence | inhibition, % at 10 µM | 330,000 tested, 1.2% active | AID 2540; in the data active = inhibition above about 50%
* marks the source's active call; other numbers are inactive results; · = not tested or not shown.

SMILES	Apaf1 inhib	SENP7 inh	SENP1 inh	SENP8 block-1	HKDC1 inh	PfG6PD inh	SENP6 inh	SENP8 block-2
Cc1ccc(CN2CCN(Cc3ccc(Oc4ncccn4)cc3)CC2CCO)cc1 (stereo not drawn)	2	4	2	20	-9	-6	-4	4
CN(CC(=O)Nc1c(Cl)cccc1Cl)C(=O)CC1Sc2ccccc2NC1=O (stereo not drawn)	9	1	0	8	-2	6	-5	1
Cc1cc(NC(=O)c2ccccc2F)nc2c1c(=O)oc1ccccc12	-2	-1	-30	-36	-13	6	-6	8
Cn1c(=O)c2c(nc(CN3CCOCC3)n2CCCc2ccccc2)n(C)c1=O	-1	-3	-2	15	-3	-12	-17	-15
O=C(c1cc(-c2ccccc2)on1)N1CCCc2ccccc21	0	2	-1	14	-5	8	-9	-9
COC(=O)c1cn(Cc2ccc(C(F)(F)F)cc2)cc(F)c1=O	-11	-8	-1	1	1	5	-7	-3
O=C(CN1CCN(C(=O)c2ccco2)CC1)Nc1cccc(S(=O)(=O)N2CCCC2)c1	-6	2	-3	-5	-3	3	6	1
Clc1ccc(CN2CCN(c3ncnc4scc(-c5cccs5)c34)CC2)cc1	15	-1	-17	11	3	15	12	-7
Cc1ccccc1N1C(=O)c2cccc([N+](=O)[O-])c2C1=O	·	·	-1	16	11	-8	·	·
CCC(C)Sc1nc2c(cnn2-c2ccccc2)c(=O)[nH]1 (stereo not drawn)	8	4	1	10	10	-42	2	5
CC(C)c1onc(C(=O)NCc2cccs2)c1[N+](=O)[O-]	1	6	2	10	-9	15	8	-5
CCOc1ccc2nc(-c3cc(NC(C)=O)ccc3O)sc2c1	-1	-20	-75	-356	-11	-19	-2	-1
CCCSc1nnc2n(-c3ccccc3OC)c(=O)c3c4c(sc3n12)CCC4	13	7	-2	24	8	11	0	4
COc1cc(Cl)ccc1OCc1cc(C(=O)NCc2cc(C(C)C)no2)no1	13	-6	-4	-6	-3	4	31	-1
COc1ccccc1N1CCN(C(=O)CCc2ccc(S(=O)(=O)NCC(C)C)cc2)CC1	3	-4	-1	10	-4	-11	-7	6
NC(=O)c1cccnc1Oc1ccccc1	0	-9	2	24	2	-15	-6	-9
CCOc1ncccc1C(=O)OCc1ccccc1	9	-2	1	3	-6	-4	6	-3
Cc1cc(/C=C2\Sc3ccccc3N2C)cc(C)[n+]1CC1CCCO1 (stereo not drawn)	17	-1	-24	15	-4	13	11	4
CC1CC1C(=O)OCC(=O)Nc1ccc(N=Nc2ccccc2)cc1 (stereo not drawn)	11	5	-1	20	7	10	14	2
COc1ccc([C@@H]2CC=C(C(=O)O)[C@H](c3ccc(Cl)cc3)N2S(=O)(=O)c2ccc(C)cc2)cc1OC	3	24	-2	-4	32	-7	-21	-11
COc1cc(NC(=O)c2cc(OC)c(OC)c(OC)c2)c(OC)cc1NC(=O)CN1CCCCC1	2	1	1	4	3	2	-6	-3
CCOC(=O)CSc1nc2ccc(N)cc2s1	-1	0	-1	18	4	11	11	-3
Cc1ccc(S(=O)(=O)N2CCCC(C(=O)Nc3ccc(C(=O)O)cc3)C2)cc1Cl (stereo not drawn)	8	3	1	10	-7	-7	-8	7
N#C/C(=C\c1ccc(OCc2cccc(C(=O)O)c2)cc1)C(=O)NCc1ccco1	-3	-7	-2	1	-3	-17	-7	1
COc1cccc(SCc2noc(C(=O)NC(C)C)c2C(=O)O)c1	0	-3	0	17	2	4	-26	-8
CCSc1nc(=S)n(-c2ccccc2)c(C)c1C(C)=O	3	0	0	18	0	-2	2	2
CS(=O)(=O)N(Cc1ccc(Cl)cc1)c1ccc(C(=O)Nc2cccnc2)cc1	-3	-7	1	13	17	-2	3	3
Fc1cccc(Cn2cc(C(=S)N3CCCCC3)c3ccccc32)c1	21	1	2	21	3	6	-1	5
COCCN(CC(=O)Nc1cccc(C)c1C)C(=O)Cn1c(=O)cnc2ccccc21	-5	0	-2	-7	-7	13	7	-3
CC(=O)c1sc(Nc2ccccn2)nc1C	-20	5	3	-247	0	-10	-8	-4

Sorted by heavy-atom count (rising): some entries from above.
SMILES	Apaf1 inhib	SENP7 inh	SENP1 inh	SENP8 block-1	HKDC1 inh	PfG6PD inh	SENP6 inh	SENP8 block-2
NC(=O)c1cccnc1Oc1ccccc1	0	-9	2	24	2	-15	-6	-9
COc1cccc(SCc2noc(C(=O)NC(C)C)c2C(=O)O)c1	0	-3	0	17	2	4	-26	-8
Cc1cc(/C=C2\Sc3ccccc3N2C)cc(C)[n+]1CC1CCCO1 (stereo not drawn)	17	-1	-24	15	-4	13	11	4
Cc1ccc(S(=O)(=O)N2CCCC(C(=O)Nc3ccc(C(=O)O)cc3)C2)cc1Cl (stereo not drawn)	8	3	1	10	-7	-7	-8	7
N#C/C(=C\c1ccc(OCc2cccc(C(=O)O)c2)cc1)C(=O)NCc1ccco1	-3	-7	-2	1	-3	-17	-7	1
COc1ccc([C@@H]2CC=C(C(=O)O)[C@H](c3ccc(Cl)cc3)N2S(=O)(=O)c2ccc(C)cc2)cc1OC	3	24	-2	-4	32	-7	-21	-11

Remaining list, next part:
SMILES	Apaf1 inhib	SENP7 inh	SENP1 inh	SENP8 block-1	HKDC1 inh	PfG6PD inh	SENP6 inh	SENP8 block-2
Cc1cccn2c(=O)c3cc(C(=O)N4COCC4(C)C)n(C)c3nc12	5	-3	-34	-307	-4	5	-1	0
COc1cc(OC)c(C(=O)OCC(=O)Nc2nnc(-c3ccccc3)o2)cc1OC	6	-10	-1	-13	6	-20	3	-12
CCN(CC)C(=O)NC1CCCCCCC1	5	-7	-1	7	-6	-5	0	-4
CC1C(=O)N2CCCc3cc(NC(=O)COc4ccc(Cl)cc4)cc1c32 (stereo not drawn)	15	3	1	-35	-4	3	5	1
CCOC(=O)c1c(NC(=S)N2CCOCC2)sc(C)c1C	-4	-13	1	17	1	12	-15	-5
O=C(O)c1ccc(NCc2nc3ccccc3n2Cc2ccccc2F)cc1	8	6	-2	14	-4	-35	12	-4
O=C(CN1CCN(c2ncccn2)CC1)NCc1ccccc1	9	-4	-1	26	-4	-15	-27	-9
C=CCS(=O)(=O)N1CCC(CCOc2ccccc2)(C(=O)OCC)CC1	6	-2	1	15	0	-1	-22	-8
CC1CC(C)CN(CC(=O)N2CCCc3c2c(=O)oc2ccc(OCc4ccccc4)cc32)C1 (stereo not drawn)	19	-1	-6	-35	0	11	-1	-2
O=C(Nc1ccc(C(=O)N2CCCCC2)cc1)c1ccc(Br)cc1	21	7	3	21	-1	-8	9	-7
O=C(NCc1ccccc1)C(c1ccc(F)cc1)N(C(=O)c1csnn1)C1CCCC1 (stereo not drawn)	8	2	2	13	4	3	-13	-2
COc1ccc2c(c1)[C@@H]1[C@H](CO2)[C@H](c2ccccc2)[C@]2(C)C(=O)Nc3ccc(C)cc3C(=O)N12	15	-4	-3	-60	0	-3	-6	2
CC1=C(C(=O)OC(C)C)C(c2ccc(Br)s2)NC(=O)N1 (stereo not drawn)	1	-1	0	10	5	7	-21	11
COc1ccc(C2NC(=O)CCC2[N+](=O)[O-])c(OC)c1 (stereo not drawn)	-2	7	-4	14	-5	1	5	3
O=C(OCC(=O)N1CCCCC1)c1c[nH]c(=O)[nH]c1=O	-5	2	2	16	-3	-7	-27	3
C=CCOc1c(CNc2cccc(C(=O)O)c2)cccc1OC	17	-17	0	-411	0	-7	12	8
Cc1ccc(CN2CC(C(=O)NCCC3=CCCCC3)CC2=O)cc1 (stereo not drawn)	3	3	-4	-7	-10	4	4	-1
COC(=O)Cn1c2ccc(Cl)cc2c2nc(C)sc21	-12	1	2	8	-34	13	3	1
O=c1cc(-c2ccc(OCc3ccccc3)cc2)oc2cc(OCc3ccccc3)cc(OCc3ccccc3)c12	12	9	-81	-342	11	27	·	·
Cc1ccc(N2C(=O)CC(NCc3ccc4c(c3)OCO4)C2=O)cc1Cl (stereo not drawn)	0	-4	-2	15	-2	10	-11	0
C=C(C)CSc1nnc(-c2ccc(OC)cc2)n1N	0	-7	-3	4	2	-1	-8	-6
O=C(N/N=C\c1ccc([N+](=O)[O-])o1)C1COc2ccccc2O1 (stereo not drawn)	12	2	-27	31	-7	11	12	-14
COc1cc(CN2CCN(Cc3ccc(C)cc3)C(CCO)C2)ccc1O (stereo not drawn)	-6	-1	2	9	-5	-8	-30	-5
CC(=O)c1cccc(NC(=O)C2CCCN2S(=O)(=O)c2cccc3nsnc23)c1 (stereo not drawn)	-2	-7	4	11	-3	11	-15	7
COc1ccc2c(CC(=O)OCC(=O)Nc3cc(C)c(C)cc3[N+](=O)[O-])coc2c1	14	2	1	16	-3	2	7	-1
Cc1ccc(N2C(=O)N3[C@H]4c5ccccc5OC[C@@H]4[C@@H](c4ccccc4)[C@@]3(C)C2=O)cc1	-7	-6	-1	19	1	4	2	8
CCOC(=O)Cc1csc(SCC(=O)Nc2cc(C)ccc2OC)n1	4	1	0	5	-9	-4	-6	-11
CCCC(=O)Nc1ccc(C(=O)NNC(=O)COc2ccc(Br)c(C)c2)cc1	-10	1	2	10	0	-12	3	1
CCc1nnc(NC(=O)CSc2nccn2-c2cccc(C)c2C)s1	6	9	0	14	4	-12	-25	-2
O=C(CCN1C(=O)c2ccccc2C1=O)Nc1ccccn1	-12	5	2	5	-1	-2	1	6
S=C1NC2(CCCC2)N=C1c1ccccc1	-17	-4	2	23	-9	19	-11	-3
CCCCC(CC)CNC(=O)C1CC=CCC1C(=O)O (stereo not drawn)	4	7	1	12	-7	-1	12	-6
O=C(O)CCC(=O)Nc1ccc(-n2ccc(C(F)(F)F)n2)cc1	-4	-15	2	13	1	39	-12	-4
Cc1ccc(C)c2[nH]c(=O)c(CCNC(=O)c3ccco3)cc12	5	8	2	-76	4	-7	11	2
O=C(Cc1c(F)cccc1Cl)Nc1ccc(-n2cnnn2)cc1	-18	-5	-1	13	-1	8	1	6
Clc1ccc(-c2nnc(-c3ccco3)o2)cc1	-2	73*	3	-188	-7	6	63*	52*
COc1ccc(CCN2C(=O)CC(NNC(=O)c3ccc(F)cc3)C2=O)cc1OC (stereo not drawn)	-4	5	3	2	13	-3	15	5
O=C(C1CCCO1)N1CCN(S(=O)(=O)c2ccc(F)cc2)CC1 (stereo not drawn)	-1	-5	2	-1	-6	-13	-10	-9
Cc1[nH]c2ccccc2c1C(=O)C(=O)NCCc1c[nH]c2ccccc12	-7	1	-1	17	-5	1	3	2
O=S(=O)(c1ccc(Br)cc1)c1nc(-c2ccccc2)oc1N1CCOCC1	23	17	1	-5	-3	2	-5	-14
C=CCOC(=O)C1=C[C@H](c2cn(C(C)=O)c3ccccc23)[C@@H](CCCO)[C@H](OCC)O1	20	8	1	-11	-4	12	-8	-8
CC(C)c1nc2oc3c(NCc4ccccn4)ncnc3c2c2c1COC(C)(C)C2	-18	-7	-1	-331	35*	65*	-26	-3
CCOC(=O)NNC(=O)C12CC3CC(CC(C3)C1)C2	3	-13	0	3	1	-6	-14	-17
CN1CCCN(C(=O)c2cccc(Br)c2)CC1	-20	2	0	24	-2	-12	18	5
Cc1ccc([N+](=O)[O-])cc1NC(=O)CN(C1CCCCC1)S(=O)(=O)c1ccc(Cl)cc1	·	·	1	19	5	1	·	·
CC(C)(C)C1CCC(=NNC(=O)c2cc3c(s2)CCCC3)CC1 (stereo not drawn)	-1	-3	2	16	1	-7	-17	-15
CN(C(=O)CCS(=O)(=O)c1ccc2c(c1)oc(=O)n2C)C1CCCCC1	5	6	0	2	-1	-4	-26	-10

Assay outcomes from PubChem.
